Screening data: PubChem BioAssay, Broad Institute
ROS inducer = ROS inducers in U2OS cancer cells, primary screen, cell-based, H2DCF-DA fluorescence | U2OS ROS induction | ROS induction (% of piperlongumine), % at 10 µM | 46,000 tested, 2% active; in the data active = ROS induction above about 79%, passing the limit was not always enough; inconclusive = no clear call, values can overlap the other calls;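 note: 0% = DMSO vehicle median and 100% = reference compound median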
* marks the source's active call; other numbers are inactive results; ? = inconclusive.

| Structure | ROS inducer |
| --- | --- |
| C[C@@H]1CN([C@H](C)CO)C(=O)Cc2cc(NC(=O)C3CCCCC3)ccc2O[C@@H]1CN(C)C | 4 |
| COC(=O)/C=C1/NCC(OC(=O)c2ccc(C(C)(C)C)cc2)CNC1=O (stereo unspecified) | 19 |
| C[C@H](CO)N1C[C@H](C)[C@H](CN(C)Cc2ccc3c(c2)OCO3)Oc2c(NS(=O)(=O)c3ccc(Cl)cc3)cccc2C1=O | -1 |
| CC(=O)N1C(=N)S/C(=C\c2cc3ccccc3nc2Sc2ccccc2)C1=O | 14 |
| Cc1ccc(-n2cnc3cc(NC(=O)c4ccccc4)ccc32)cc1 | 19 |
| NC(=O)C1CCN(C(=O)CSc2nc3ccccc3o2)CC1 | -11 |
| O=C(Nc1ccccc1)c1cc([N+](=O)[O-])ccc1NCc1cccnc1 | 3 |
| S=C(NCc1ccco1)Nc1cccnc1 | 3 |
| C[C@@H]1CN([C@H](C)CO)C(=O)CCCn2nncc2CO[C@H]1CN(C)S(=O)(=O)c1ccc(Cl)cc1 | 5 |
| CC(C)NC(=O)Nc1cccc2c1O[C@@H](CN(C)C(=O)NC1CCCCC1)[C@@H](C)CN([C@H](C)CO)C2=O | -4 |
| C=CCn1c(=O)c2c(nc3n2CC(C)CN3Cc2ccccc2)n(C)c1=O (stereo unspecified) | 44 |
| COc1ccc(CN(C)C[C@H]2Oc3c(NC(=O)Nc4ccccc4)cccc3C(=O)N([C@@H](C)CO)C[C@@H]2C)cc1 | 25 |
| Cc1noc(C)c1NC(=O)Nc1ccc2c(c1)C(=O)N([C@H](C)CO)C[C@H](C)[C@@H](CN(C)C(=O)Nc1ccccc1)O2 | 1 |
| Cc1cc(C)n2nc(SCC(=O)Nc3cccc([N+](=O)[O-])c3)nc2n1 | 6 |
| CCn1c2ccccc2c2cc(NC(=O)C(C)C)ccc21 | -13 |
| CC(C)NC(=O)Nc1ccc2c(c1)C(=O)N([C@H](C)CO)C[C@@H](C)[C@H](CN(C)CC1CCCCC1)O2 | 3 |
| Cc1c(Cl)cccc1Nc1nc(N)nc(CSC(=S)N(C)C2CCCCC2)n1 | 60 |
| Cc1c(NC(=O)CN(c2cccc(Cl)c2Cl)S(C)(=O)=O)cccc1[N+](=O)[O-] | -3 |
| CCN1CCCC1CNC(=O)c1[nH]c2cc(OC)ccc2c1Sc1ccc(Cl)cc1 (stereo unspecified) | -17 |
| COc1cc2c(cc1OC)CN(C(=O)[C@@H]1[C@H]3C(=O)O[C@H](c4ccccc4)[C@H](c4ccccc4)N3[C@H](c3ccccc3OCCO)[C@@]13C(=O)Nc1ccc(C#CC4(O)CCCCCC4)cc13)CC2 | 88* |
| C=CCN1C(=O)[C@@]2(O[C@@H](CCn3cc([C@H](O)c4ccccc4)nn3)[C@H]([Si](C)(C)c3ccc(OC)cc3)[C@H]2C)c2cc(N3C(=O)c4cccc5cccc3c45)ccc21 | 17 |
| COc1ccc(NC(=O)N(C)C[C@H]2Oc3ccc(NC(=O)Nc4ccc(C(F)(F)F)cc4)cc3C(=O)N([C@@H](C)CO)C[C@H]2C)cc1 | 2 |
| C[C@H]1CN([C@@H](C)CO)C(=O)c2cc(NC(=O)CCCN(C)C)ccc2O[C@@H]1CN(C)Cc1ccc(C(F)(F)F)cc1 | 1 |
| C[C@H](CO)N1C[C@H](C)[C@H](CN(C)C(=O)Nc2cccc3ccccc23)Oc2c(NC(=O)NC3CCCCC3)cccc2C1=O | -6 |
| O=S(=O)(NCc1cccnc1)c1ccc(Cl)c(Cl)c1Cl | -11 |

Overlap with the part before: two compounds, followed by the next part.
| Structure | ROS inducer |
| --- | --- |
| C[C@H](CO)N1C[C@H](C)[C@H](CN(C)C(=O)Nc2cccc3ccccc23)Oc2c(NC(=O)NC3CCCCC3)cccc2C1=O | -6 |
| O=S(=O)(NCc1cccnc1)c1ccc(Cl)c(Cl)c1Cl | -11 |
| COC(=O)C1CCCN1S(=O)(=O)c1ccccc1 (stereo unspecified) | 9 |
| Cc1ccc(-n2c(SCC(=O)C(C)(C)C)nnc2-c2ccncc2)cc1 | -6 |
| C[C@@H]1CN([C@@H](C)CO)C(=O)c2cc(NS(C)(=O)=O)ccc2O[C@H]1CN(C)S(=O)(=O)c1ccccc1 | -10 |
| CCOc1cc(/C=C2\SCOC2=O)ccc1O | -3 |
| NC(=O)c1ccc(NCCCN2CCOCC2)c([N+](=O)[O-])c1 | 5 |
| CC(C)NC(=O)c1ccc2c(c1)N(Cc1ccccc1)C(=O)CS2 | -8 |
| C[C@@H]1CN([C@H](C)CO)C(=O)Cc2cc(NC(=O)Cc3ccccc3)ccc2O[C@@H]1CN(C)Cc1ccc(C(F)(F)F)cc1 | 68 |
| C[C@@H]1CN([C@H](C)CO)C(=O)Cc2cc(NC(=O)CCCCCC(=O)Nc3ccccc3N)ccc2O[C@@H]1CN(C)Cc1ccc(-c2ccccc2)cc1 | ? |
| C[C@@H]1CN([C@@H](C)CO)C(=O)Cc2cc(NC(=O)Nc3ccc(F)cc3)ccc2O[C@@H]1CN(C)C(=O)Nc1ccc(F)cc1 | 12 |
| COc1ccccc1NC(=O)N(C)C[C@@H]1OCc2cn(nn2)CCCC(=O)N([C@@H](C)CO)C[C@@H]1C | -5 |
| CN(/N=C/c1ccncc1)C1=NCCN1 | -11 |
| CSc1nc2ccccc2n1CC(=O)Nc1ccccc1 | 0 |
| C[C@H]1CN([C@@H](C)CO)C(=O)Cc2cc(NC(=O)c3ccncc3)ccc2O[C@@H]1CN(C)Cc1ccc(Oc2ccccc2)cc1 | -2 |
| C[C@@H]1CN([C@@H](C)CO)C(=O)c2cccc(NC(=O)C3CCOCC3)c2O[C@@H]1CN(C)Cc1ccc(Oc2ccccc2)cc1 | 10 |
| Cc1ccc(S(=O)(=O)N(C)C[C@H]2Oc3c(NC(=O)Nc4ccc(F)cc4)cccc3C(=O)N([C@H](C)CO)C[C@@H]2C)cc1 | 19 |
| CCOC(=O)c1sc2ncn(CC(=O)Nc3ccc(OC)cc3)c(=O)c2c1C | 0 |
| O=C(O)CCCCCC(=O)N/N=C/c1cc(Br)c(O)c(Br)c1 | 8 |
| Cc1noc(C)c1S(=O)(=O)Nc1ccc2c(c1)C(=O)N([C@H](C)CO)C[C@H](C)[C@@H](CN(C)S(C)(=O)=O)OCCCC[C@@H](C)O2 | 19 |
| C[C@@H]1CN([C@@H](C)CO)C(=O)CCCn2cc(nn2)CO[C@H]1CN(C)S(=O)(=O)c1cccs1 | -5 |
| COc1ccc(C2CC(c3cccs3)=NN2C(=O)CCC(=O)O)cc1 (stereo unspecified) | 5 |
| Cc1cc(C)c(C)c(OCC(=O)NCc2ccccn2)c1 | -12 |
| COc1ccc(S(=O)(=O)Nc2cccc3c2O[C@H](CN(C)S(=O)(=O)c2ccc(Cl)cc2)[C@H](C)CN([C@H](C)CO)C3=O)cc1 | -6 |
| Cn1c(SCc2nc(-c3ccc(Br)cc3)no2)nnc1-c1ccco1 | 6 |
| Cc1ccc(S(=O)(=O)Nc2ccc3c(c2)C(=O)N([C@@H](C)CO)C[C@@H](C)[C@@H](CN(C)C(=O)NC2CCCCC2)O3)cc1 | 13 |
| O=C(O)COc1ccc(Cl)cc1CO | -6 |

3 structures out of the list, ordered by SMILES length, rising:
| Structure | ROS inducer |
| --- | --- |
| Cc1cc(C)c(C)c(OCC(=O)NCc2ccccn2)c1 | -12 |
| NC(=O)c1ccc(NCCCN2CCOCC2)c([N+](=O)[O-])c1 | 5 |
| C[C@H]1CN([C@@H](C)CO)C(=O)Cc2cc(NC(=O)c3ccncc3)ccc2O[C@@H]1CN(C)Cc1ccc(Oc2ccccc2)cc1 | -2 |

Further records.
| Structure | ROS inducer |
| --- | --- |
| C[C@H](CO)N1C[C@H](C)[C@H](CN(C)Cc2ccccc2)Oc2ccc(NC(=O)Nc3ccccc3)cc2C1=O | -12 |
| C[C@@H]1CN([C@@H](C)CO)C(=O)c2cccc(NC(=O)C3CCOCC3)c2O[C@@H]1CN(C)Cc1ccc(-c2ccccc2)cc1 | 10 |
| O=C(NCCOc1ccccc1)c1ccc(=O)[nH]c1 | -8 |
| C[C@H]1CN([C@@H](C)CO)C(=O)c2cc(NS(C)(=O)=O)ccc2O[C@H]1CN(C)C(=O)Nc1ccccc1 | -3 |
| Cc1ccc(NC(=O)c2sc3ncn(CC(=O)Nc4sc5c(c4C#N)CCC5)c(=O)c3c2C)c(C)c1 | 3 |
| C[C@@H]1CN([C@@H](C)CO)C(=O)c2cc(NS(=O)(=O)c3ccc(F)cc3)ccc2O[C@@H]1CN(C)S(=O)(=O)c1ccc(Cl)cc1 | 16 |
| O=C1CC2(CCCC2)C(=O)N1C1CCN(c2ncc(C(F)(F)F)cc2Cl)CC1 | 12 |
| C[C@@H]1CN([C@H](C)CO)C(=O)Cc2cc(NC(=O)NC3CCCCC3)ccc2O[C@@H]1CN(C)S(=O)(=O)c1ccccc1 | 2 |
| COc1ccc(OC(C)C(=O)Nc2ccc(OC)c(OC)c2)cc1 (stereo unspecified) | 2 |
| O=C(N/N=C/c1cc(Br)cs1)c1ccccc1O | -2 |
| C[C@H](CO)N1C[C@H](C)[C@H](CN(C)S(=O)(=O)c2ccc(C#N)cc2)Oc2ncc(C#CC(C)(C)O)cc2C1=O | -1 |
| CCc1ccc(NC(=O)Cn2cnc3c(cnn3-c3ccccc3)c2=O)cc1 | -3 |
| COC(=O)C1=C(C)NC(=S)NC1c1cc2c(cc1Br)OCO2 (stereo unspecified) | 10 |
| C[C@@H]1CN([C@H](C)CO)C(=O)CCCn2nncc2CO[C@@H]1CN(C)C(=O)Nc1ccc(N2CCCCC2)cc1 | 18 |
| C[C@H](CO)N1C[C@H](C)[C@H](CN(C)Cc2ccncc2)Oc2ccc(NC(=O)Nc3ccc(C(F)(F)F)cc3)cc2CC1=O | 14 |
| CN=C(C)/C(C(=O)OC)=C(/O)c1ccc(Cl)cc1Cl | -11 |
| C[C@H]1CN([C@@H](C)CO)C(=O)Cc2cc(NC(=O)C3CC3)ccc2O[C@@H]1CN(C)CC1CC1 | 9 |
| COc1cc([N+](=O)[O-])ccc1NC(=O)CSc1nc2c(c(C(F)(F)F)n1)CCCC2 | 70 |
| CCOC(=O)N1CCC(n2c(SCC(=O)Nc3ccc(C)cc3)nc3ccccc3c2=O)CC1 | 25 |
| C[C@H](CO)N1C[C@H](C)[C@@H](CN(C)Cc2ccc(-c3ccccc3)cc2)Oc2ccc(NS(C)(=O)=O)cc2C1=O | -17 |
| COc1cc2c(c(O)c1OC)C(=O)CC(c1ccc(O)cc1)O2 (stereo unspecified) | 13 |
| COc1ccc(NC(=O)Nc2ccc3c(c2)CC(=O)N([C@@H](C)CO)C[C@H](C)[C@@H](CN(C)Cc2ccc(C(=O)Nc4ccccc4N)cc2)O3)cc1 | 0 |
| O=C(CN1C(=O)/C(=C/c2ccccc2)SC1=S)NC1CCCC1 | -9 |
| O=C(Cn1sc2ccccc2c1=O)N1CCN(C(=O)c2ccco2)CC1 | -14 |
| CC(=C1C(=O)c2ccccc2C1=O)N1CCC(Cc2ccccc2)CC1 | -7 |
| COc1ccc(NC(=O)CN(c2ccccc2Br)S(C)(=O)=O)cc1OC | -3 |
| C/C=C1/CN[C@H]2Cc3c([nH]c4ccccc34)C(=O)C[C@H]1C2C(=O)OC (stereo partly specified) | 74 |
| C[C@@H]1CN([C@H](C)CO)C(=O)Cc2cc(NC(=O)CCC(F)(F)F)ccc2O[C@H]1CN(C)Cc1ccncc1 | -5 |
| C[C@@H]1CN([C@H](C)CO)C(=O)c2cccc(NS(=O)(=O)c3ccc(F)cc3)c2O[C@H]1CN(C)C(=O)Nc1ccc2c(c1)OCO2 | 12 |
| C[C@@H]1CN([C@H](C)CO)C(=O)c2cc(NC(=O)C3CC3)ccc2O[C@@H]1CN(C)Cc1ccc(-c2ccccc2)cc1 | 17 |
| CC1(C)CC(=O)c2cc(-c3ccccc3)n(-c3ccc(S(N)(=O)=O)cc3)c2C1 | 11 |
| C[C@H](CO)N1C[C@H](C)[C@@H](CN(C)Cc2ccc(Cl)c(Cl)c2)Oc2c(NS(=O)(=O)c3ccccc3)cccc2C1=O | -1 |
| COc1ccc(S(=O)(=O)N(C)C[C@H]2Oc3ccc(NC(=O)Nc4ccc(C(F)(F)F)cc4)cc3C(=O)N([C@H](C)CO)C[C@H]2C)cc1 | 17 |
| Cc1c(NC(=O)CSc2nc3c(c(C(F)(F)F)n2)CCc2ccccc2-3)c(=O)n(-c2ccccc2)n1C | 6 |
| NC(=O)CSc1nc2ccccc2n1Cc1ccccc1F | 2 |
| Cc1noc(C)c1NC(=O)N(C)C[C@@H]1OCc2cn(nn2)CCCC(=O)N([C@@H](C)CO)C[C@@H]1C | 1 |
| C[C@@H]1CN([C@@H](C)CO)C(=O)c2cc(NC(=O)C3CCCCC3)ccc2O[C@@H]1CN(C)Cc1ccncc1 | 12 |
| COc1ccc(NC(=O)N(C)C[C@@H]2Oc3c(NC(=O)Nc4ccc(C(F)(F)F)cc4)cccc3C(=O)N([C@@H](C)CO)C[C@H]2C)cc1 | 9 |
| C[C@H]1CN([C@@H](C)CO)C(=O)Cc2cc(NC(=O)CCCCCC(=O)Nc3ccccc3N)ccc2O[C@H]1CN(C)Cc1ccc(Oc2ccccc2)cc1 | 16 |
| Cc1ccc(S(=O)(=O)N(C)C[C@@H]2Oc3c(NC(=O)c4cc(C)nn4C)cccc3C(=O)N([C@@H](C)CO)C[C@H]2C)cc1 | -6 |
| C[C@@H]1CN([C@@H](C)CO)C(=O)c2cc(NC(=O)Nc3ccc(C(F)(F)F)cc3)ccc2O[C@@H]1CN(C)C(=O)NC1CCCCC1 | 34 |
| C[C@H]1CN([C@@H](C)CO)C(=O)Cc2cc(NC(=O)Nc3cccc4ccccc34)ccc2O[C@H]1CN(C)Cc1ccc2c(c1)OCO2 | -6 |
| C[C@@H]1CCCCO[C@H](CN(C)S(C)(=O)=O)[C@@H](C)CN([C@H](C)CO)C(=O)c2cc(N(C)C)ccc2O1 | -7 |
| COc1cc(Cl)c(/C=N/NC(=O)c2ccccn2)c(Cl)c1OC | -2 |
| CSc1ccc(N=CN2C(=O)c3ccccc3C2=O)cc1 | 15 |
| COc1cc(/C=N/n2c(C)nc3c(ncn3-c3ccccc3)c2=O)cc(OC)c1OC | ? |

This is a subset; count on the stated rates, not on these rows.
